XBP1 UPR activ = activators of adaptive arm of unfolded protein response (XBP1); CHO-XBP1 luciferase reporter, IRE1-XBP1 UPR activation, luminescence; percent of tunicamycin response, DMSO as zero; activation, % at 20 µM; 0.33% of 330,000 active;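 active means versus positive control, 20 µM dose yields 30% or more activation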;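 further: 100% = tunicamycin at 10 µg/mL and 0% = DMSO only wells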
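Test system: CHO-XBP1 luciferase reporter cells | Buffer or medium: Serum-containing F12 medium, 10% FBS | Schedule: 6 h compound exposure at 37 °C, 5% CO2 | Detection: Steady-Glo luciferase glow luminescence, 10 min after reagent addition | Read-out basis: Activation, % of tunicamycin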
UPR CHOP act = apoptotic UPR (CHOP) activation; CHO-CHOP luciferase reporter, luminescence; percent of tunicamycin response over DMSO baseline; activation, % at 10 µM; 0.34% of 330,000 active; AID 449763;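 active means at 10 µM dose, activation of 40% or more, normalized to positive control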;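 further: 100% = tunicamycin at 10 µg/mL and 0% = DMSO alone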
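Assay system: CHO cells with stable CHOP pathway luciferase reporter; Buffer or medium: F12 plus 10% serum; Times: 16-18 h cell attachment, then 6 h compound exposure, 37 °C; Signal: luciferase luminescence; Read-out basis: percent activation relative to tunicamycin control; Control set: tunicamycin high control, DMSO low control.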
tim23-1 inh = tim23-1 yeast growth inhibition | S. cerevisiae tim23-1 growth, BacTiter-Glo luminescence, 24 h | inhibition, % at 20 µM | 1.3% of 330,000 active | AID 463212;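 active means growth inhibition of the mutant yeast at or above 50%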;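 further: temperature-sensitive mutant grown at 25 °C; plate controls were DMSO-treated mutant yeast for no effect and medium wells lacking yeast for full effect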
APJ antagonist = APJ receptor antagonism; CHO-K1 APJ beta-arrestin complementation, luminescence; AID 2521; inhibition, % at 20 µM; 0.32% of 330,000 active; P35414;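 active means inhibition above about 40% at 20 µM, limit read from the data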;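 further: cells challenged with 10 nM apelin-13 agonist together with compound; plate controls were apelin-13 plus DMSO wells for no effect and DMSO wells lacking apelin-13 for full effect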
Target sequence (P35414 whole entry, looked up): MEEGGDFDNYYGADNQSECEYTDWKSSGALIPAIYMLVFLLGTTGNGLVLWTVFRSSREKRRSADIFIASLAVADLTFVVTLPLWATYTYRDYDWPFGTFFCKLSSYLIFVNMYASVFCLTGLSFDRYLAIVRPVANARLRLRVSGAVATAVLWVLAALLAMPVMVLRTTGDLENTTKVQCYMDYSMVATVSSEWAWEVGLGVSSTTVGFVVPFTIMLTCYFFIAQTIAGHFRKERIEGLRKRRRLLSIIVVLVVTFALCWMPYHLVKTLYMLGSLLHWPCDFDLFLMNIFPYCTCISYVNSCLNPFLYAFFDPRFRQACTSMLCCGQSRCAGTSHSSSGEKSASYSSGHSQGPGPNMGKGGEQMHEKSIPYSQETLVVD
Jurkat NFkB inh = lowers PMA/ionomycin-induced NF-kB signal in Jurkat cells | PMA/ionomycin-induced NF-kB luciferase reporter, luminescence | inhibition, % at 4 µM | 0.53% of 330,000 active | AID 435003; in the data active means inhibition above about 50%
APJ agonist = activates the human apelin receptor APJ. P35414. CHO-K1 APJ PathHunter beta-arrestin, luminescence; 0% DMSO wells, 100% apelin. activation, % at 20 µM. 0.11% of 330,000 active. AID 2520;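 active means activation more than six SD over the plate average, tested at 20 µM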;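 further: 0% = DMSO alone and 100% = apelin-13 at 10 nM; some results filed as inactive read as strong as hits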
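Test system: CHO-K1 APJ beta-arrestin complementation cell line. Amount: cell density 1000 per well. Controls: DMSO negative, 10 nM Apelin-13 positive. Signal: luminescent beta-gal fragment complementation, chemiluminescent substrate. Read-out basis: agonist-driven arrestin binding to APJ. Timing: compound stimulation 90 min at 25 °C, detection 60 min.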
Mdm2 MdmX PPI = human Mdm2/MdmX binding inhibition; O15151+Q00987; SaOS-2 split-luciferase Mdm2/MdmX complementation, luminescence; inhibition, % at 8 µM; 3% of 330,000 active; AID 485346;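 active means inhibition of at least 50% at 8 µM in the primary screen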
697 NFkB inh = lowers PMA/ionomycin-induced NF-kB signal in 697 B cells; 697 B-cell NF-kB luciferase reporter, 16 h; inhibition, % at 4 µM; 0.33% of 330,000 active; in the data active means inhibition above about 35%
The depositor's hits bear a star; · = no result given.

SMILES	XBP1 UPR activ	UPR CHOP act	tim23-1 inh	APJ antagonist	Jurkat NFkB inh	APJ agonist	Mdm2 MdmX PPI	697 NFkB inh
COc1ccc(CNC(=O)C2CCC(CNc3nc(=S)[nH]c4ccccc34)CC2)cc1 (stereo not given)	-2	-2.4	1	2	-3	-4	6	-31
COc1ccc(NC(=O)CCNC(=O)N2CC(=O)Nc3ccccc32)c(OC)c1	-8	-3.7	-4	13	5	0	9	7
C=CCOc1c(Br)cc(CNn2nnnc2N)cc1OCC	-4	-0.9	-5	-22	0	-2	29	1
CNC(=S)Nc1ccc([N+](=O)[O-])c(C)c1	-2	-0.4	4	-2	-11	-3	16	-1
C/C(=N/NC(=O)c1ccc(Br)o1)c1cccc(NC(=O)c2ccc(F)cc2)c1	-1	0.3	40	6	-16	-7	11	21
CCN(CC)C(=O)CSc1nnc(-c2ccncc2)n1N	-2	1.8	10	-2	3	-3	26	6
COc1ccc(COC(=O)c2cccc(S(=O)(=O)N3CCN(C(C)=O)CC3)c2)cc1F	-2	1.6	6	8	15	-1	-14	-2
O=C(Nc1cccc(S(=O)(=O)N2CCOCC2)c1)c1ccco1	0	-0.4	13	-4	10	0	-8	3
O=C(CN1C(=O)c2ccccc2S1(=O)=O)NCCSc1ccccc1	-1	2.7	0	-3	7	0	8	11
CC1Cn2c(nnc2-c2ccc(F)cc2)S1 (stereo not given)	0	-1.1	20	0	-1	-4	-31	11
CC(=O)N/C(=C/c1ccc([N+](=O)[O-])cc1)C(=O)O	-2	-0.2	2	-26	15	-1	5	-12
Cc1ccc(OCC(=O)NNC(=O)CSC(=S)N2CCCC2)cc1	-2	0.9	-2	-10	-12	-5	4	-13
Cc1ccccc1-c1nc(CS(=O)CC(=O)NCc2ccc3c(c2)OCO3)c(C)o1 (stereo not given)	-6	1.8	28	7	21	-3	12	9
CCCCOc1ccc(S(=O)(=O)N2CCCCCC2)cc1	-1	0.4	27	-31	-27	3	-2	-55
Cn1c(=O)c2c(nc(N/N=C/c3cccs3)n2Cc2ccc(Br)cc2)n(C)c1=O	-1	5.2	39	-17	0	0	18	-5
O=[N+]([O-])c1cnn(-c2nc(-c3ccco3)cc(C(F)(F)F)n2)c1	0	0.1	1	2	1	-1	10	11
COc1cccc(OCc2cc(C(=O)N(Cc3nccn3C)C(C)C)no2)c1	-3	1.4	-10	14	14	-3	10	-23
COc1ccccc1NC(=O)c1ccccc1S(=O)(=O)c1ccc([N+](=O)[O-])cc1	-3	0.8	26	-132	4	25	20	4
CC(NC(=O)/C(=C/c1ccc2c(c1)OCO2)NC(=O)c1cccc([N+](=O)[O-])c1)C(=O)O (stereo not given)	2	-0.9	3	1	4	-1	-37	8
CC(=O)Nc1ccccc1C(=O)C(=O)Nc1cccc(Br)c1	-1	1.4	12	10	-30	-5	-35	-17
CSc1nc(C)c(C(=O)C[n+]2ccc(C)cc2)cc1C#N	-3	1.7	-6	-12	-14	-3	-1	9
Cc1cc(C)nc(NCCO)n1	3	-2.0	4	-10	15	0	3	0
CC1CCCN(C(=O)COC(=O)Cc2c[nH]c3ccccc23)C1 (stereo not given)	1	-1.9	2	12	2	-1	-39	-9
COc1ccc(C(=O)Nc2ccc(C3=NNC(=O)CC3C)cc2NC(=O)c2ccc(OC)cc2)cc1 (stereo not given)	0	0.0	5	-11	-18	0	25	17

Copied from the list:
Result of COc1cccc(OCc2cc(C(=O)N(Cc3nccn3C)C(C)C)no2)c1 under Jurkat NFkB inh: 14
Result of Cc1cc(C)nc(NCCO)n1 under Jurkat NFkB inh: 15
Result of Cn1c(=O)c2c(nc(N/N=C/c3cccs3)n2Cc2ccc(Br)cc2)n(C)c1=O under APJ antagonist: -17
Result of COc1ccc(C(=O)Nc2ccc(C3=NNC(=O)CC3C)cc2NC(=O)c2ccc(OC)cc2)cc1 (stereo not given) under XBP1 UPR activ: 0

Additional results follow:
SMILES	XBP1 UPR activ	UPR CHOP act	tim23-1 inh	APJ antagonist	Jurkat NFkB inh	APJ agonist	Mdm2 MdmX PPI	697 NFkB inh
Cc1nc(SCC(=O)Nc2ccc(F)cc2)c(C#N)c(C)c1CC(=O)c1ccc(Br)cc1	98*	57*	-14	6	26	-3	97*	24
O=C(COC(=O)c1ccc(Cl)nc1)Nc1ccc2c(c1)OCO2	-1	1.4	-1	2	2	-2	3	19
CCCCC1=CC2=CC(=O)C(C)(OC(=O)CC)C(=O)C2=CN1CC(C)C (stereo not given)	-1	-2.0	17	-53	6	12	-14	4
Nc1nn(S(=O)(=O)c2ccccc2)cc1-c1ccc([N+](=O)[O-])cc1	-4	-2.6	46	-63	-5	9.9*	13	-17
COC(=O)Nc1c(-c2ccccc2)nc2ccccn12	-2	0.4	-3	6	-8	-5	26	15
C/C(=N\NC(=O)C1COc2ccccc2O1)c1ccccn1 (stereo not given)	10	23	8	58*	73*	-8	41	-3
O=C(OCC(=O)N1CCCc2ccccc21)c1ccccc1[N+](=O)[O-]	0	5.6	28	-28	-13	-4	-83	10
Cc1nc(SCC(=O)N2CCC(C(N)=O)CC2)n[nH]1	1	1.0	-8	-19	-15	-8	6	2
COc1ccc(-c2nc3cc(C)ccn3c2NC(=O)c2ccccc2OC)cc1	1	-0.8	31	-25	2	2	-12	-19
COc1cc2c(cc1OC)CN(C(=O)C(C)(C)C)CC2	-2	0.1	26	7	5	4	21	10
CCN(CC)c1ccc(S(=O)(=O)N2CCOCC2)cc1NC(=O)CNCc1ccccc1	-5	-1.3	27	14	3	-6	4	12
Cc1cc(OCCCN2CCCC2)ccc1Cl	-5	1.7	3	-9	5	-3	-2	4
Cc1cc(OC(C)C(=O)NNC(=O)Nc2ccc(F)cc2F)cc(C)c1Cl (stereo not given)	-3	1.4	-4	-7	4	1	-3	0
O=C1CC2(CCCCC2)Oc2ccccc21	1	-1.7	16	14	13	-3	-1	2
COc1ccc(/C(N)=N/OC(=O)C2CCC(=O)N2S(=O)(=O)c2ccc(C)cc2)cc1 (stereo not given)	-2	0.4	22	-31	13	0	24	7
O=C(Nc1ccccc1N1CCOCC1)c1ccc2ccccc2n1	9	4.5	26	8	-22	-14	-46	-48
CCOC(=O)c1ccc(C(=S)N2CCCC2)cc1	0	1.5	6	11	-8	-5	-15	3
CCOC(=O)NC(=O)CSc1nnc(C2CC2)n1Cc1ccco1	1	-1.0	-2	-13	6	-3	-1	0
CCc1ccc(C2CC(=O)N(c3cccc(F)c3)C3=C2C(=O)OC3)cc1 (stereo not given)	-2	0.2	19	3	-16	-2	11	-5
C[C@]12c3[nH]c4ccc(Cl)cc4c3CCN1C(=O)[C@@H](CC(=O)NCCC1=CCCCC1)C[C@@H]2C(=O)N1CCCCC1	16	7.7	32	·	·	·	28	7
COc1cc(CNCc2ccccn2)ccc1OCC(=O)NC(C)(C)C	-1	2.6	0	-18	35	0	-45	-60
O=C(N/N=C/c1ccncc1)/C(=C/c1ccccc1)NC(=O)c1ccccc1	-1	-0.9	13	7	3	-2	-6	-9
Cc1cc(=O)n2cccc(O)c2n1	-1	-0.9	1	10	10	-2	31	12
O=C(OCCCN1CCCC1)C1(c2ccccc2)CCCC1	4	1.3	-43	9	-2	-1	-12	-10
CC1(C)Cc2c(C#N)c(OCC(=O)c3ccc(Cl)cc3)nc(-c3ccco3)c2CO1	-3	-1.7	5	17	4	-2	30	12
COc1ccc(NS(=O)(=O)c2ccc(-c3ccccn3)s2)cc1	-3	0.7	28	4	9	-2	29	1
CCN1CCCC1Cn1cnc2c([nH]c3ccc(OC)cc32)c1=O (stereo not given)	-2	1.5	2	0	-8	-2	3	10
COc1ccccc1-n1c(SC)nc(O)cc1=O	-2	3.4	-3	-70	10	66*	-2	20
CCOc1ccc(CCNC(=O)c2nnn(CC(=O)Nc3ccc(OC)c(OC)c3)c2N)cc1OCC	-1	1.6	4	-15	4	13	17	-26
Cn1c(=O)cc(SCC(=O)NCCN2CCN(c3ccccc3F)CC2)c2cc(Cl)ccc21	4	-1.3	-1	13	6	-2	39	9
Cc1ccc(N(C(=O)c2csnn2)C(C(=O)NC2CCCCC2)c2ccncc2)c(C)c1 (stereo not given)	-5	1.9	-1	7	-5	-2	13	10
Cc1cc(C)n(-c2ccc(C)c(Cl)c2)n1	-1	2.9	-4	5	-1	-4	24	-8
CCC(=O)c1cn([C@@H](CCC(OC)OC)CC(=O)OC(C)(C)C)cc1CC	1	0.5	21	16	-3	-4	-14	5
COc1ccc(S(=O)(=O)NC(C)C(=O)NCc2ccncc2)cc1Cl (stereo not given)	0	2.1	-4	-9	10	1	6	15
COc1ccc(N/C=C2\CCOC2=O)cc1	0	-0.9	4	12	2	-3	-14	11
Cc1ccc2c(CN3CCCCC3)cc(=O)oc2c1C	4	5.4	11	-7	-30	-1	-1	8

Reprinted from the part before: three compounds, then new ones.
SMILES	XBP1 UPR activ	UPR CHOP act	tim23-1 inh	APJ antagonist	Jurkat NFkB inh	APJ agonist	Mdm2 MdmX PPI	697 NFkB inh
COc1ccc(S(=O)(=O)NC(C)C(=O)NCc2ccncc2)cc1Cl (stereo not given)	0	2.1	-4	-9	10	1	6	15
COc1ccc(N/C=C2\CCOC2=O)cc1	0	-0.9	4	12	2	-3	-14	11
Cc1ccc2c(CN3CCCCC3)cc(=O)oc2c1C	4	5.4	11	-7	-30	-1	-1	8
O=C(NCc1cccc(Cl)c1)NC(=O)c1csc([N+](=O)[O-])c1	-2	-1.5	4	5	7	2	29	13
O=C(Nc1c(C(=O)O)[nH]c2ccccc12)c1cccc(C(F)(F)F)c1	-1	-0.6	9	4	-4	-7	6	10
CCCCc1nc2cc(Cl)ccc2o1	-2	2.1	1	11	-1	0	-5	11
Oc1[nH]c2ccccc2c1N=Nc1nncc2ccccc12	-1	4.9	-20	8	-72	-1	-52	-103
CC1(C)NC(=O)N(CC(=O)N2CCN(c3cccc(Cl)c3)CC2)C1=O	-1	-0.1	2	-4	4	-1	6	19
COc1ccc(OC)c(Nc2nc(-c3ccccc3O)nc3ccccc23)c1	2	2.8	-11	15	16	-2	44	9
Clc1ccc(CSc2nnc(-c3ccc4c(c3)OCO4)o2)cc1	0	-0.2	37	2	-9	-3	3	-4
CCOc1ccc(S(=O)(=O)N(C)C)cc1-c1nc2c(C(C)(C)C)nn(C)c2c(=O)[nH]1	5	1.1	-2	-6	-15	-1	6	-39
Cc1ccc(OCC(O)Cn2nc(C)cc2C)cc1 (stereo not given)	0	3.2	12	-11	-11	-2	-18	-5
CCOc1ncccc1C(=O)OCC(=O)c1ccc[nH]1	-1	0.0	-4	13	-1	-4	-7	8
Cc1cccc(/C=C2\CS/C(=C\c3cccc(C)c3)C2=O)c1	-1	3.4	49	5	1	5	21	-19
O=S(=O)(NCc1csc(-c2ccccc2)n1)c1ccc(Cl)s1	4	2.3	53*	21	7	-1	20	3

The closing two records of the section before open the next one:
SMILES	XBP1 UPR activ	UPR CHOP act	tim23-1 inh	APJ antagonist	Jurkat NFkB inh	APJ agonist	Mdm2 MdmX PPI	697 NFkB inh
Cc1cccc(/C=C2\CS/C(=C\c3cccc(C)c3)C2=O)c1	-1	3.4	49	5	1	5	21	-19
O=S(=O)(NCc1csc(-c2ccccc2)n1)c1ccc(Cl)s1	4	2.3	53*	21	7	-1	20	3
COc1ccc(-n2cnnc2SCC(=O)NCc2cccs2)cc1	1	-0.1	5	9	4	-1	-6	5
CSc1sc(C(=O)N2CCc3ccccc32)cc1S(=O)(=O)C(C)C	3	-0.4	4	-25	-3	11	8	-71
Cn1c(=O)c2c(ncn2CC(=O)OCC(=O)Nc2cc(Cl)ccc2Cl)n(C)c1=O	-4	-2.2	1	1	-1	-1	7	0
CCOc1ccc2nc(NC(=O)CSc3nnnn3C3CCCCC3)sc2c1	-1	1.3	39	13	7	-3	25	11

Assay outcomes deposited in PubChem by Sanford-Burnham Center for Chemical Genomics.
